Assay outcomes as filed in PubChem.
PvdQ inh = blocks Pseudomonas aeruginosa PvdQ acylase activity; inhibition, % at 10 µM; hit rate 0.063% among 340,000; purified PvdQ acylase, fluorescence plate reader; in the data active = inhibition above about 30%, passing the limit was not always enough; inconclusive = no clear call, values can overlap the other calls;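 also: 0% = vehicle neutral wells and 100% = reference inhibitor wells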
Cardiac RTF inh = cardiac RTF calcium desensitization | inhibition, % at 7.15 µM | IANBD-labeled cardiac RTF, Ca2+ fluorescence | hit rate 0.12% among 340,000;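 active = inhibition above the mean inhibition of all tested compounds plus 3 SD, cut at about 17% in these data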;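 also: assay run at fixed EC70 calcium of 1.6 mM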
SR-BI DiI inh = inhibitors of mouse SR-BI mediated HDL lipid uptake | Q61009 | ldlA[mSR-BI] CHO cells, DiI-HDL uptake fluorescence, 3 h | inhibition, % at 12.5 µM | hit rate 0.96% among 320,000;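 active = mean replicate inhibition of at least 70% and a set share of replicates each scoring 70 or more; inconclusive = meets just one of the two criteria; inactive = fails both criteria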;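 also: 0% = median of neutral control wells and 100% = median of positive control wells; values of inactives mirror those of a sister screen read the other way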
DAGLB inhibitor = blocks human DAGLB lipase activity | Q8NCG7 | HEK293T DAGLB membrane lysate, EnzChek fluorogenic substrate | inhibition, % at 5.17 µM | hit rate 0.059% among 340,000; in the data active = inhibition above about 34%;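 also: 0% = enzyme with vehicle and 100% = wells lacking enzyme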
Target sequence (Q8NCG7 whole entry, looked up): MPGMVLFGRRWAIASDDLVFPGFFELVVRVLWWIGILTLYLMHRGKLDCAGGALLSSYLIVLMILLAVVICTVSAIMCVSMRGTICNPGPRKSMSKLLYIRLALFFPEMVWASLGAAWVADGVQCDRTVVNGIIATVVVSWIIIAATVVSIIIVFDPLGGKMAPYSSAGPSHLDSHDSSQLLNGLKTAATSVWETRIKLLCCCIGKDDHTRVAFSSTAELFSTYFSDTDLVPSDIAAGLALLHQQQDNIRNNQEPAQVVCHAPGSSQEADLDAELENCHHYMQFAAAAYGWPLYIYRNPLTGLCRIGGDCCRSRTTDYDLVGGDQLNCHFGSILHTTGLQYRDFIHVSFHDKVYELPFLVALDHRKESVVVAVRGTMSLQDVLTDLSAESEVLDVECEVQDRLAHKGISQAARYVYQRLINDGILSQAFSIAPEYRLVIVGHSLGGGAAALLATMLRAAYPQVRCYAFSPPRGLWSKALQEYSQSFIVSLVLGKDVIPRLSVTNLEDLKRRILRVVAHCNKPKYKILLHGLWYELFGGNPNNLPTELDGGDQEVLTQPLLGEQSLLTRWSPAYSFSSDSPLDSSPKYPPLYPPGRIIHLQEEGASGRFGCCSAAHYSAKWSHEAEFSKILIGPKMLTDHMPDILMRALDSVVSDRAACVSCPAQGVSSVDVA
NSD2 inh = inhibitors of human histone methyltransferase NSD2; inhibition, % at 12.5 µM; hit rate 0.54% among 310,000; AID 743445; NSD2 peptide methylation, AlphaScreen, 120 min; O96028; in the data active = inhibition above about 50%
C-LANA FP = inhibitors of KSHV LANA C-terminal domain DNA binding; MBP-C-LANA/FAM-LBS DNA binding, fluorescence polarization; inhibition, % at 9 µM; hit rate 0.078% among 340,000; AID 504423;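 active = highest replicate inhibition at or above 60% at 9 µM, even if other replicates fall short; inactive = all replicates below 60% inhibition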;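 also: 0% = neutral control wells and 100% = 4 µM acridine orange control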
Arrestin-AP2 inh = blocks beta-arrestin peptide binding to AP2 adaptin; FITC-arrestin peptide / GST-AP2 beads, flow cytometry; AP2 beta2 appendage carries R879A mutation; inhibition, % at 10 µM; hit rate 0.31% among 340,000;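 active = inhibition above a set limit, near 3 SD of compounds lacking own fluorescence, cut at about 54% in these data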;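 also: plate controls were DMSO wells for no effect and 5 µM unlabelled arrestin peptide for full effect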
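Material – GST-tagged AP2 beta2-adaptin appendage (R879A) on 4 µm glutathione beads · Probe or stimulus – fluorescein-tagged arrestin peptide at 50 nM final · Timing – 12 min plus 1 h, RT · Detection – bead flow cytometry, FITC channel · Read-out basis – inhibition as reduced fluorescein signal on beads, percent · Medium – PBS plus Tween 20 (0.05%) and BSA (0.1%)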
PKA-R2B activ = activates the human PKA-R2B holoenzyme complex | P22694+P31323 | activation, % at 11.4 µM | PKA-R2B holoenzyme dissociation, Cy5-IP20 fluorescence polarization; R2B truncated from residue 108, S112A mutant; 0% DMSO only, 100% 113 µM cGMP | hit rate 0.079% among 340,000 | AID 504700;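 active = activation above a cutoff set at the mean over all compounds plus 3 SD, cut at about 18% in these data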;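 also: higher means more holoenzyme dissociation and a rise in polarization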
Target sequence (P31323 whole entry, looked up, other chains not shown, the tested form may be a part): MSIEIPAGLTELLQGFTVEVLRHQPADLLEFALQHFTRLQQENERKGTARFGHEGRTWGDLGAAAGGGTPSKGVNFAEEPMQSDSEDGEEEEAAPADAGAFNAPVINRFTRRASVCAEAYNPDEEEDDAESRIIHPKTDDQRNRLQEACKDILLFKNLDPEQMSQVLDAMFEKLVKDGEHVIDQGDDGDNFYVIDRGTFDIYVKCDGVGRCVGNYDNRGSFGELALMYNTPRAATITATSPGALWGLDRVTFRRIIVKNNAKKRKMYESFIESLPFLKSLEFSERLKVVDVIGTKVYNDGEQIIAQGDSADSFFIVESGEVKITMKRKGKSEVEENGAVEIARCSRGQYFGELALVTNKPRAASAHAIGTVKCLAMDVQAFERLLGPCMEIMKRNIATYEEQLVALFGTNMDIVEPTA
SR-BI DiI-HDL act = enhances SR-BI lipid uptake from DiI-HDL. CHO ldlA[mSR-BI] cells, DiI-HDL uptake fluorescence, 3 h; 100 = double the neutral-control signal. hit rate 0.096% among 320,000. activation, % at 12.5 µM. AID 504775;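 active = mean replicate activation of at least 60% and every replicate at or above 60%; inconclusive = mean or all-replicate condition met, but not both; inactive = mean below 60% and not all replicates reaching 60%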;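 also: 0% = median plate neutral-control signal and 100% = twice that signal; values of inactives mirror those of a sister screen read the other way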
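Assay system: CHO ldlA[mSR-BI] cells, LDL receptor-null, SR-BI overexpressing; medium: Ham's F12 with 0.5% BSA, HEPES 25 mM, pH 7.4; also added: DiI-HDL 10 µg/mL; timing: 3 h uptake period with compound, 37 °C; signal: DiI fluorescence, bottom read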
Keap1-Nrf2 PPI = Keap1-Nrf2 (human) interaction inhibition; Q14145; Keap1 Kelch-Nrf2 peptide fluorescence polarization, 1536-well; inhibition, % at 9.4 µM; hit rate 0.15% among 340,000; in the data active = inhibition above about 12%; inconclusive = no clear call, values can overlap the other calls; inactive = below about 7.3%;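 also: human Keap1 Kelch domain with fluorescein labeled Nrf2 9mer peptide probe; 0% = neutral control wells and 100% = peptide positive control; higher means more block of Keap1 binding to Nrf2 peptide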
* = called active by the depositor; ? = inconclusive; . = no result given. Random draw from the library (roughly 2.1% active in at least one column).

SMILES	PvdQ inh	Cardiac RTF inh	SR-BI DiI inh	DAGLB inhibitor	NSD2 inh	C-LANA FP	Arrestin-AP2 inh	PKA-R2B activ	SR-BI DiI-HDL act	Keap1-Nrf2 PPI
Cn1c(CC(=O)Nc2ccccc2)n[nH]c1=S	-12	-4	-10	0	-1	-0.4	-26	0	10	-2
O=C(Cc1cccs1)Nc1ccc(F)cc1	-14	-9	-2	-6	-2	0.2	-4	-1	2	0
c1coc(-c2ccnc3ncnn23)c1	-8	1	-1	0	.	0.1	-7	-3	1	-4
CCn1nc(C)c(NC(=O)c2cc(Br)ccc2Cl)c1C	-13	-6	2	-2	7	1.4	14	4	-2	-2
Cc1ccc(S(=O)(=O)N(Cc2cccnc2)Cc2cc3ccccc3[nH]c2=O)cc1	-14	-16	52	-1	9	0.2	8	3	-52	-6
Cc1ccc2nc(SCC(=O)Nc3oc(C)c4c(C)n[nH]c(=O)c34)[nH]c2c1	-2	-3	4	-5	0	0.1	19	6	-4	-7
Cc1nc2nc(SCC(=O)Nc3cccc(F)c3)[nH]c2cc1Br	-25	-6	0	0	2	1.7	-16	-2	0	-9
Cc1cc(C)c(S(=O)(=O)NC2CC(C)(C)NC(C)(C)C2)cc1Br	-9	-7	-3	1	0	0.1	-14	3	3	1
c1cnc2nc(-c3ccc4c(c3)OCO4)cn2c1	0	-2	-3	1	-2	.	-20	0	3	.
CCn1c(CNC(=O)c2ccc(Cl)cc2)nnc1SCC(=O)NC1=NCCS1	-11	-4	.	-1	1	0.4	-7	-29	.	0
COc1cc(/C=C/C(=O)c2ccc3c(c2)OCCO3)cc(Br)c1OCC(=O)N(C)C	5	2	38	-14	.	-2.6	6	-9	-39	-22
COc1cc2c(cc1OC)CC1(CCCCC1)N=C2	-16	-1	5	0	3	1.3	-4	-3	-5	-4
CN1CCN(C(=O)c2cccc(COc3cc(Cl)ccc3Cl)c2)CC1	-4	0	60	2	2	-0.2	11	-1	-60	-4
COc1ccc(C=CC(O)CCN2CCC3CCC(C3)C2)cc1 (stereo not drawn)	-9	-2	-19	-2	-1	0.2	-6	-8	19	0
CCCCn1c(SCC(=O)/C(C#N)=C(\C)N)nc2ccccc2c1=O	1	12	-29	2	1	1.7	4	-5	29	1
Cc1ccc(-n2nnc(-c3nccn3C)n2)cc1	-10	-2	-11	-2	.	1.7	-5	1	11	-5
O=C(COc1cc2oc(=O)cc(-c3ccccc3)c2cc1Cl)NCCN1CCOCC1	-10	-9	5	-1	1	-1.9	-4	-7	-5	0
COCCCNC(=O)c1ccccc1Sc1ccc(NC(C)=O)nc1	-11	-2	-7	-1	1	-1.7	8	-5	7	-3
Cc1ccc(-c2ccc(=O)n(CC(=O)N3CCN(c4cc(Cl)ccc4C)CC3)n2)cc1	-6	-2	8	-2	1	-0.1	-7	-7	-8	1
C=CCOc1ccc(/C=C/C(=O)OCC(=O)NNC(=O)c2ccccc2F)cc1	-1	-3	-14	2	-11	2.0	5	0	14	-3

In the list so far, two contain a furan ring, fused or not:
SMILES	PvdQ inh	Cardiac RTF inh	SR-BI DiI inh	DAGLB inhibitor	NSD2 inh	C-LANA FP	Arrestin-AP2 inh	PKA-R2B activ	SR-BI DiI-HDL act	Keap1-Nrf2 PPI
c1coc(-c2ccnc3ncnn23)c1	-8	1	-1	0	.	0.1	-7	-3	1	-4
Cc1ccc2nc(SCC(=O)Nc3oc(C)c4c(C)n[nH]c(=O)c34)[nH]c2c1	-2	-3	4	-5	0	0.1	19	6	-4	-7

The listing continues.
SMILES	PvdQ inh	Cardiac RTF inh	SR-BI DiI inh	DAGLB inhibitor	NSD2 inh	C-LANA FP	Arrestin-AP2 inh	PKA-R2B activ	SR-BI DiI-HDL act	Keap1-Nrf2 PPI
COCCNc1nnc(SCC(=O)N(C)c2c(N)n(Cc3ccccc3)c(=O)[nH]c2=O)s1	-18	-3	1	1	-1	2.9	-8	1	-1	0
Cc1ccc(C(=O)NCCc2nnc3ccc(SCC(=O)Nc4c(C)cc(C)cc4C)nn23)cc1	-3	-2	1	1	2	-0.6	-6	11	-1	5
CC(C)OP(=O)(c1ccc(N(C)C)cc1)C(O)c1ccc(C(C)C)cc1 (stereo not drawn)	-10	-13	-22	1	2	-2.4	1	1	22	-1
COc1ccc(C(=O)NC2CCN(C(=S)Nc3ccccc3)CC2)cc1	-6	2	10	-3	23	-1.1	38	-9	-10	2
CCOc1ccc(N(C(C)C(=O)N/N=C(\C)c2cccc(NC(=O)c3ccccc3)c2)S(C)(=O)=O)cc1 (stereo not drawn)	-11	-4	78*	-3	-1	1.1	9	-4	-78	-4
COc1ccc(-n2nc3c(c2NC(=O)COc2ccccc2)CS(=O)C3)cc1 (stereo not drawn)	-8	1	0	1	14	-0.2	39	-3	0	-1
CCN1CCN(S(=O)(=O)c2ccc(F)c(C(=O)Nc3c(F)cc(F)cc3Br)c2)CC1	-16	0	-1	1	1	-0.1	1	-2	1	-11
CCc1cccc2c(N=O)c(O)[nH]c12	-3	-3	-6	-3	4	0.9	9	-4	6	-3
Cc1ccc(C(=O)c2oc3ccccc3c2N)cc1	1	4	34	-1	-4	1.0	23	-1	-34	0
Cc1cccc(N2CCN(C(=O)C3CCN(S(=O)(=O)c4cccnc4)CC3)CC2)c1C	-1	-8	36	-1	.	0.6	24	-7	-36	3
O=C(OCC(F)(F)C(F)F)c1ccccc1C(=O)Oc1ccc(F)cc1F	-13	-7	9	-10	-1	-2.0	-4	-5	-9	-2
Cn1cnc2cc(NS(=O)(=O)c3ccc(Br)cc3)ccc21	-15	-3	2	1	0	0.1	-4	-3	-2	1
C/C(=N\NC(=O)CCc1ccc(S(=O)(=O)N2CCOCC2)cc1)c1ccc(OC(F)F)cc1	6	-5	19	0	-2	-0.2	38	0	-19	-1
CS(=O)(=O)N(Cc1ccc(Cl)cc1)c1ccc(C(=O)Nc2cccnc2)cc1	4	5	2	1	0	-0.6	13	8	-2	3
N#C/C(=C\c1ccccc1)C(=O)NC(=O)Oc1ccccc1	-6	-7	3	0	-1	-2.5	-7	-2	-3	-6
C[N+](C)(C)CC(=O)N/N=C/c1c2ccccc2cc2ccccc12	-10	-12	-24	1	-3	-3.5	-28	8	24	3
NC(=O)c1ccc(N=C2C(=O)Nc3ccc([N+](=O)[O-])cc32)cc1	-1	3	0	0	.	0.1	4	-1	0	5
O=[N+]([O-])c1cccnc1N1CCN(Cc2ccc3c(c2)OCO3)CC1	8	2	6	-11	15	-2.6	23	13	-6	1
O=C(C1=C(O)C(=O)N(CCN2CCOCC2)C1c1cccc(Br)c1)c1cccs1 (stereo not drawn)	-5	-8	1	0	0	1.2	4	-10	-1	-6
COc1ccccc1C(CC(N)=O)c1ccco1 (stereo not drawn)	4	4	-18	0	2	-0.4	15	-13	.	0
FC(F)Sc1ccc(NC(=S)NC2CCCCC2)cc1	-4	-2	7	-4	-3	0.9	8	-5	-7	3
Cc1nn(C(=O)c2nn(C)cc2Cl)c(C)c1Br	-14	-24	-1	-3	-1	0.7	7	2	1	-1
CCN1CCN(c2c(Cl)cccc2NC(=O)c2ccc3nsnc3c2)CC1	-5	1	25	-1	33	-0.9	23	-6	-25	0
CCC(=O)OCOc1ccc(/C=C2/CCC(CN(C)C)C2=O)cc1 (stereo not drawn)	15	1	-3	-1	10	-1.1	35	3	3	-3
CC(C(=O)N1CCCC1)N(C)CC(=O)Nc1cccc(F)c1 (stereo not drawn)	-7	4	-24	1	13	-1.4	-15	-6	24	-2
CC1=C([N+](=O)[O-])C(c2ccccc2Cl)NC(=O)N1 (stereo not drawn)	-19	-5	-20	-1	-1	2.0	1	8	20	-4
CN(CCc1ccccn1)C(=O)Nc1ccc(C(C)(C)C)cc1	-16	2	-44	-1	-1	0.0	-8	-1	44	1
CCOc1ccc(NC(=O)CN2CCN(CC(=O)Nc3ccc(N(C)C)cc3)CC2)cc1	-13	-13	86*	-1	1	-0.9	-4	-7	-86	-1
CCn1c(C)nc2cc(NC(=O)Nc3cccc(C(C)=O)c3)ccc21	-18	-3	.	-1	1	-0.5	13	2	.	-2
COc1ccccc1-c1nnc(SCC(=O)Nc2nc(-c3ccccc3)cs2)n1C	-6	-4	49	-6	4	0.2	-5	-4	-49	2
Cn1nnnc1Sc1ncnc2scc(-c3ccc(-c4ccccc4)cc3)c12	4	1	1	-3	.	-2.6	21	-18	-1	-4
O=C(Nc1cccc(O)c1)c1noc2c1CCc1ccccc1-2	-3	-1	23	-1	0	-2.6	-10	-9	-23	-4
O=C(Nc1ccccc1)c1ccccc1CC[N+](=O)[O-]	-7	-1	-20	-1	0	2.3	-11	-2	20	-2
COc1ccc(C(=O)N2CCCCCCC2)cc1OC1CCN(C(C)C)CC1	10	-3	-1	1	0	0.3	37	-8	1	1
CN(CC(=O)Nc1ccc(F)cc1)CC(=O)N1CCCCCC1	-8	-15	-9	1	18	0.3	7	8	9	-2
CC1=C(C(=O)OC(C)C)C(c2ccc(C)o2)NC(=O)N1 (stereo not drawn)	8	-3	-2	2	1	-2.9	-4	6	2	-2
N=c1n(CCN2CCCCC2)c2ccccc2n1CC(=O)c1cccs1	10	2	6	2	3	-3.9	-1	4	-6	0
COc1ccc(S(=O)(=O)N2CCOCC2)cc1NC(=O)Cn1nnc2ccccc2c1=O	-6	-1	-6	2	-3	0.3	2	-1	6	0
CC1=C(C(=O)N(C)C)C(c2cccc(Cl)c2)NC(=O)N1 (stereo not drawn)	-11	-8	-22	1	-1	4.8	6	1	22	1
COc1ccccc1CNC(=O)CN1NS(=O)(=O)c2ccccc2C1=O	-13	-6	0	-1	2	2.8	-1	-1	0	-5
COc1ccccc1/C=C/C(=O)Oc1cccc2cccnc12	10	-15	10	-4	-5	-0.3	24	0	-10	3
O=[N+]([O-])c1ccc(Nc2nc(NC3CCCCC3)nc(N3CCCC3)n2)cc1	14	-6	?	0	2	1.0	9	-4	-73	-5
N#C/C(=C\c1c(N2CCC(C(N)=O)CC2)nc2ccccn2c1=O)S(=O)(=O)c1ccc(Cl)cc1	2	-1	-7	1	4	7.2	36	8	7	4
Cc1oc(-c2ccc(Cl)cc2)cc1-c1nn2c(-c3ccoc3C)nnc2s1	-5	1	-16	12	20	2.0	2	-4	16	-4
CCC(=O)c1ccc(OC(=O)c2cccs2)cc1	41*	2	-9	-7	2	-1.5	24	-4	9	0
CCN(CC)C(=O)c1c[nH]c2ccc(S(=O)(=O)Nc3cc(C)cc(C)c3)cc2c1=O	-7	-6	20	0	.	1.3	10	-4	-20	-3
Cc1nc(-c2c(-c3ccc(O)cc3O)noc2C(F)(F)F)cs1	-4	-3	-4	-1	-1	3.7	4	0	4	4
